GC-B act – GC-B (human) receptor activation; P20594; HEK293-GC-B cells, CNP EC30, cGMP TR-FRET; 0% at EC30 CNP, 100% saturating CNP; activation, % at 10 µM; hit rate 0.11% among 370,000; AID 1920062;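 active = activation at 10 µM reaching about 35% in either raw or pattern-adjusted values, limit read from the data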
ssDAF-12 act – activators of S. stercoralis DAF-12 nuclear receptor. HEK293 ssDAF-12/GRIP1 lit1-tk-luc reporter, luminescence; % of 3 µM dafachronic acid response. activation, % at 6.8 µM. hit rate 1% among 370,000;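 active = activation above the mean over all tested compounds plus 3 SD, cut at about 0.9% in these data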;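 note: 0% = DMSO-only wells and 100% = 3 µM delta7-dafachronic acid wells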
NPR1 activator – GC-A (human) enzyme activation; HEK293 GC-A cells, cGMP TR-FRET, EC30 ANP; 0% at EC30 ANP, 100% saturating ANP; hit rate 0.14% among 370,000; activation, % at 10 µM; P16066; in the data active = activation above about 40%
ADAM10 inh – inhibits human ADAM10; O14672; recombinant ADAM10, EDANS/DABCYL FRET peptide cleavage, 3 h; inhibition, % at 7 µM; hit rate 0.62% among 370,000; AID 720582;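 active = inhibition above a per-campaign cutoff equal to the mean of compounds falling between control-based bounds plus 3 SD, cut at about 20% in these data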;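 note: 0% = DMSO wells while the 100% control is not disclosed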
hgDAF12 agonist – hgDAF-12 agonism, primary luciferase screen; HEK293 GAL4-hgDAF12 UAS-luciferase reporter, agonist luminescence; normalized to butyrate control; hit rate 1.8% among 370,000; activation, % at 6.8 µM;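 active = activation above a cutoff set at the mean of all screened compounds plus 3 SD, cut at about 10% in these data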;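 note: 0% = DMSO wells and 100% = sodium butyrate wells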
SMARCA2 act – activators of SMARCA2 function | MG213 cells, MMTV-luciferase reporter, dexamethasone, overnight | activation, % at 9.1 µM | hit rate 1% among 370,000 | AID 652017; in the data active = activation above about 7.8%;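 note: 0% = vehicle wells and 100% = reference activator wells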
DAX1 inh-1 – NR0B1 (DAX1) inhibition; P51843; HEK293 Gal4-DAX1 luciferase reporter, luminescence; inhibition, % at 6.75 µM; hit rate 0.99% among 340,000; AID 504766;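 active = inhibition above the mean over all tested compounds plus 3 SD, cut at about 4.2% in these data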;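 note: 0% = DAX1-transfected cells with DMSO and 100% = empty-vector control cells with DMSO; inhibition shows as a rise in luminescence from relieved DAX1 repression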
Target sequence (P51843 207-470 limits assumed): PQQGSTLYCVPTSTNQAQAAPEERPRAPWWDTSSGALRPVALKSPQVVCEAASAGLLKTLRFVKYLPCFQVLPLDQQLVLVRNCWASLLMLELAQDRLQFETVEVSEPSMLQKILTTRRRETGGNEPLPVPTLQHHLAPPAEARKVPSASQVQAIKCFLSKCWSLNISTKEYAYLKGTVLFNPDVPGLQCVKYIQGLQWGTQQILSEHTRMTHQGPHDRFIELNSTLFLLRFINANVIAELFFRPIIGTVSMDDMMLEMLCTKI
hcDAF12 agonist – activators of H. contortus DAF-12 nuclear receptor; HEK293 hcDAF-12 lit1-tk-luc reporter, luminescence; 0% DMSO, 100% Δ7-dafachronic acid; activation, % at 6.8 µM; hit rate 1.4% among 370,000;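 active = activation above the mean of all tested compounds plus 3 SD, cut at about 5.5% in these data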;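 note: 100% = response to 3 µM Δ7-dafachronic acid high control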
GAA850 FXN act – activators of GAA850 frataxin (FXN) promoter | HEK293 lucGAA850 FXN promoter luciferase reporter, 24 h; percent of 10 µM SAHA response | activation, % at 6 µM | hit rate 0.56% among 360,000;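 active = activation above the average of all compounds screened plus 3 SD, cutoff fixed separately per campaign, cut at about 7.5% in these data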;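 note: 0% = DMSO wells and 100% = 10 µM SAHA wells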
HGIII-sPLA2 inh – Inhibits HGIII-sPLA2 liposome hydrolysis, primary screen | Q9NZ20 | AID 743126 | QFRET BODIPY PC-A2 liposome hydrolysis, fluorescence | inhibition, % at 12.2 µM | hit rate 0.56% among 370,000;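 active = inhibition above mean plus 3 SD of compounds lying within the high and low control bounds, cut at about 19% in these data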;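 note: 0% = median of test compound wells and 100% = no enzyme DMSO wells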
Target sequence (Q9NZ20 whole entry, looked up): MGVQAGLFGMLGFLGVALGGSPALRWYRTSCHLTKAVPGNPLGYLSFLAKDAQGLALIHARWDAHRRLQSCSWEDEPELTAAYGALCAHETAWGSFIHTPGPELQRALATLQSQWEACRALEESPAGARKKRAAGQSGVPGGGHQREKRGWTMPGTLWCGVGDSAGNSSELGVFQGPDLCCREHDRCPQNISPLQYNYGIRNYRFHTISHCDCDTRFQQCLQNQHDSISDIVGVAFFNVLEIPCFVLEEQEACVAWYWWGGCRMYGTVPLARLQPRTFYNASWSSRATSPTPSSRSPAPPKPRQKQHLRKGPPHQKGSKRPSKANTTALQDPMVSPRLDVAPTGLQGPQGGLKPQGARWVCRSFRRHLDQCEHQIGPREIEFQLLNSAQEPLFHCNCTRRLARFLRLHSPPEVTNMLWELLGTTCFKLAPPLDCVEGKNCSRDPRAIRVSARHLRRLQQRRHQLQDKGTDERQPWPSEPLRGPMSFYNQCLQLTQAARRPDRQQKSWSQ
DAX1 inh-2 – blocks DAX1 repression of SF-1 activated StAR promoter; HEK293T StAR-luciferase reporter, SF-1/DAX-1 repression relief; inhibition, % at 6.8 µM; hit rate 1.1% among 370,000; AID 652010;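 active = inhibition above the mean over all tested compounds plus 3 SD, cut at about 3.6% in these data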;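 note: 0% = DAX-1 cells with DMSO and 100% = cells lacking DAX-1 with DMSO; higher inhibition means more luminescence from relief of DAX-1 repression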
The depositor's hits bear a star; · = not tested or not shown.

SMILES | GC-B act | ssDAF-12 act | NPR1 activator | ADAM10 inh | hgDAF12 agonist | SMARCA2 act | DAX1 inh-1 | hcDAF12 agonist | GAA850 FXN act | HGIII-sPLA2 inh | DAX1 inh-2
CC(C)CN1C(=O)CSCC1(C)C(=O)Nc1ccc2c(c1)OCCO2 (configuration not stated) | 4 | -0.8 | -3 | -17 | 2.9 | -2 | · | -0.1 | · | 4 | 0.8
CCCCN(CC)C(=O)Cc1ccc(Br)cc1 | -2 | -1.5 | -3 | 1 | 2.0 | 0 | 0.6 | -1.7 | 3.2 | -4 | -0.3
O=C(COC(=O)/C=C/c1ccc(C(F)(F)F)cc1)NC1CCS(=O)(=O)C1 (configuration not stated) | 1 | -1.2 | 3 | 0 | -1.7 | -2 | 1.1 | 0.1 | -0.2 | 8 | 1.1
CCCN1CCc2c(sc(NC(=O)c3ccc(S(=O)(=O)N(C)c4ccccc4)cc3)c2C(=O)NC)C1 | -1 | -1.2 | 2 | 4 | -4.6 | -1 | -0.2 | -2.1 | -1.5 | -33 | -0.3
O=C(Nc1c(-c2ccccc2)nc2ccccn12)c1cccc(F)c1 | 2 | -1.0 | 3 | 5 | -0.8 | -4 | -1.3 | 0.0 | 1.4 | -3 | -0.5
Cc1nc2ncnn2c(C)c1Cc1ccccc1Cl | 0 | -1.2 | 1 | -11 | -1.1 | -1 | -0.9 | 0.8 | -0.4 | 2 | 0.5
COc1ccc(NC(=O)N2CCCC(CCC(=O)N(C)CCc3ccccn3)C2)cc1 (configuration not stated) | -1 | -0.5 | -3 | 8 | -1.5 | 2 | 1.7 | 0.5 | 2.5 | 3 | 0.4
Cc1cccc(C(=O)OCC(=O)Nc2ccc(F)cc2)c1 | -2 | -1.0 | -3 | 17 | -0.8 | -5 | -0.3 | -1.0 | 0.5 | -2 | -0.2
COc1ccc(C(O)c2ncc(-c3cccc(C(F)(F)F)c3)[nH]2)cc1F (configuration not stated) | 0 | -2.1 | -2 | 6 | 0.5 | -3 | · | -2.4 | 1.1 | -9 | 0.2
CC(C)c1ccc(O)c(=O)cc1 | -2 | -1.1 | 2 | -8 | 2.5 | -1 | · | 0.1 | 2.7 | -1 | 2.0
COc1ccc(NC(=O)Cn2c([N+](=O)[O-])cnc2C)cc1Cl | 7 | -1.6 | 5 | -14 | -2.2 | -3 | 0.1 | 0.6 | -0.4 | 13 | 0.1
CCc1nnc(NS(=O)(=O)c2ccc(NC(=S)NC(=O)c3ccc(OC)c(OC)c3)cc2)s1 | -6 | -0.9 | 0 | 8 | -1.8 | -2 | -0.5 | -1.9 | -0.8 | -36 | 1.1
COC(=O)C1=NN(C(=O)c2ccccc2)C(O)(c2ccc([N+](=O)[O-])cc2)C1 (configuration not stated) | -2 | -0.4 | 1 | -3 | 0.0 | -2 | -0.1 | -1.0 | 1.0 | 33* | -1.0
COc1ccc(S(=O)(=O)NC(C)C(=O)Nc2ccccc2C(F)(F)F)cc1 (configuration not stated) | 2 | -0.5 | 0 | 0 | -2.0 | -3 | -0.4 | -1.4 | 1.4 | -2 | -0.2
Cn1c(=O)n(C)c2cc(NS(=O)(=O)c3ccc(Br)s3)ccc21 | 3 | -0.4 | 0 | -1 | -4.5 | 0 | 3.6 | -0.3 | 1.1 | -2 | 0.2
COCC(=O)N(CCc1ccc(OC)cc1)Cc1nc2ccccc2c(=O)[nH]1 | -1 | -1.1 | -3 | -8 | -0.8 | -2 | 1.2 | -1.6 | 0.6 | 4 | 0.1
O=C(Nn1cnnc1)c1cc2c(s1)CCCC2 | 3 | -1.2 | 2 | 7 | 1.0 | -6 | -0.6 | -1.1 | -2.6 | 4 | 0.9
CC(C)Cn1cc(C(=O)N2CCC(C)CC2)c2c3ccccc3n(C)c2c1=O | -6 | -1.2 | -6 | -373 | 0.0 | -2 | -4.4 | -1.1 | -1.1 | 7 | -0.1
COc1ccc(CC(NC(C)=O)C(=O)NC2CCN(c3nnnn3-c3ccccc3)CC2)cc1 (configuration not stated) | -4 | -0.9 | 2 | -8 | 1.0 | 3 | -0.3 | 1.1 | -1.0 | -1 | -1.2
COc1ccc(C(=O)N2CCCC2(C)C(=O)O)cc1C(F)(F)F (configuration not stated) | -8 | 0.1 | 1 | -3 | -0.8 | -1 | · | -0.3 | 0.9 | 8 | -0.4
O=C(O)c1cccc(Nc2nc(Nc3ccccc3)nc(N3CCCC3)n2)c1 | -7 | -1.3 | -3 | 6 | -0.1 | 2 | 0.3 | 1.4 | 2.7 | 2 | 0.2
COc1ccc(N2C[C@H](C)[C@@H](CC(=O)Nc3ccc(Br)cc3)C2=O)cc1 | -2 | -0.7 | 1 | 3 | -0.9 | -6 | -0.5 | -0.9 | 1.8 | 5 | -0.5
C/C(=N\N=C(N)N)c1cccc(Cl)c1 | -4 | -1.6 | -4 | 13 | 2.5 | -5 | 1.1 | -1.0 | -2.6 | 4 | 0.7
CCN(Cc1ccccc1)C(=O)C1CCN(Cc2sccc2C)CC1 | -6 | -2.0 | -2 | -16 | -2.1 | -3 | -0.6 | -2.3 | -0.7 | 3 | -0.4
CCOC(=O)c1csc(NC(=O)c2ccc(N3C(=O)CCC3=O)cc2)n1 | 1 | -1.6 | 3 | -5 | 4.8 | -1 | -1.5 | 0.4 | -1.6 | -7 | 0.1

Entries of single compounds as entered above.
`COc1ccc(C(O)c2ncc(-c3cccc(C(F)(F)F)c3)[nH]2)cc1F` (configuration not stated) is listed with GC-B act = 0; ssDAF-12 act = -2.1; NPR1 activator = -2; ADAM10 inh = 6; hgDAF12 agonist = 0.5; SMARCA2 act = -3; DAX1 inh-1 = ·; hcDAF12 agonist = -2.4; GAA850 FXN act = 1.1; HGIII-sPLA2 inh = -9; DAX1 inh-2 = 0.2
`CC(C)c1ccc(O)c(=O)cc1` is listed with GC-B act = -2; ssDAF-12 act = -1.1; NPR1 activator = 2; ADAM10 inh = -8; hgDAF12 agonist = 2.5; SMARCA2 act = -1; DAX1 inh-1 = ·; hcDAF12 agonist = 0.1; GAA850 FXN act = 2.7; HGIII-sPLA2 inh = -1; DAX1 inh-2 = 2.0
`Cc1cccc(C(=O)OCC(=O)Nc2ccc(F)cc2)c1` is listed with GC-B act = -2; ssDAF-12 act = -1.0; NPR1 activator = -3; ADAM10 inh = 17; hgDAF12 agonist = -0.8; SMARCA2 act = -5; DAX1 inh-1 = -0.3; hcDAF12 agonist = -1.0; GAA850 FXN act = 0.5; HGIII-sPLA2 inh = -2; DAX1 inh-2 = -0.2

Only hgDAF12 agonist, for two of the compounds above:
compound | hgDAF12 agonist
COc1ccc(S(=O)(=O)NC(C)C(=O)Nc2ccccc2C(F)(F)F)cc1 (configuration not stated) | -2.0
Cn1c(=O)n(C)c2cc(NS(=O)(=O)c3ccc(Br)s3)ccc21 | -4.5

The list goes on.
SMILES | GC-B act | ssDAF-12 act | NPR1 activator | ADAM10 inh | hgDAF12 agonist | SMARCA2 act | DAX1 inh-1 | hcDAF12 agonist | GAA850 FXN act | HGIII-sPLA2 inh | DAX1 inh-2
O=C(Nc1ccc2[nH]ncc2c1)c1ccccc1Br | 9 | -0.6 | 2 | 4 | 12* | 2 | 1.0 | 4.2 | 2.3 | 0 | 1.7
O=c1c(OC2OC(CO)C(O)C(O)C2O)c(-c2ccc(O)c(O)c2)oc2cc(O)cc(O)c12 (configuration not stated) | -8 | -1.3 | -2 | 12 | -0.3 | 3 | 2.1 | 1.8 | -1.6 | 3 | -0.1
CC(C)(C)c1ccc(NC(=O)C2CCCN(c3cnccn3)C2)cc1 (configuration not stated) | -3 | -1.5 | -5 | -42 | 1.9 | 2 | -0.7 | -3.2 | 2.0 | -1 | -1.3
CC[C@@H](C)[C@H](N)C(=O)NC[C@H]1O[C@@H](n2cnc3c(N)ncnc32)[C@H](O)[C@@H]1O | 4 | -0.5 | 1 | -10 | -0.7 | -1 | -0.1 | 0.2 | 0.2 | 4 | -1.5
CCOc1ccc(C(=O)CCCC(=O)c2ccc(OCC)cc2)cc1 | -2 | 0.0 | -3 | 12 | 4.0 | 3 | 1.9 | 2.0 | 1.7 | -3 | 0.8
O=C(CSc1nnnn1-c1ccccc1)Nc1ccc(N2CCOCC2)c(Cl)c1 | 1 | -0.8 | -1 | -5 | 1.9 | 2 | -0.4 | 0.3 | -0.5 | -5 | -0.1
CCN(CC)c1ccc(/C=N/NS(=O)(=O)c2ccc(CNC(C)=O)cc2)cc1 | 1 | -1.3 | -6 | 2 | -0.2 | -2 | -1.8 | 2.9 | 0.2 | -1 | -1.0
O=C(Nc1ccc(Cl)c(Cl)c1)Nc1nnc(-c2ccncc2)s1 | 3 | -1.8 | 2 | -24 | 1.8 | 2 | -1.5 | -0.9 | 0.9 | 2 | 0.4
CN(CC1CCCN(CCc2ccc(F)cc2)C1)C(=O)CCC(N)=O (configuration not stated) | 2 | -1.1 | 0 | -6 | 1.4 | 0 | 1.2 | -0.6 | -0.5 | 1 | 0.3
O=C(NCc1cccnc1)c1ccc2c(c1)C(=O)N(Cc1ccccc1)C2=O | 0 | -0.6 | -2 | 2 | 3.0 | 0 | -0.1 | -0.2 | 0.2 | 5 | 0.3
COc1ccccc1N1CCN(S(=O)(=O)c2c[nH]c(=O)[nH]c2=O)CC1 | 0 | -0.6 | 1 | -2 | 0.2 | -3 | -0.7 | -0.9 | 1.7 | 4 | 0.5
CC(C)CNC(=O)NC1(C(F)(F)F)Oc2ccccc2O1 | -4 | -1.4 | 2 | 1 | 0.9 | -3 | 0.8 | -1.2 | 2.6 | 4 | -0.3
CC1CN(c2ncnc3c2oc2ccccc23)CC(C)O1 (configuration not stated) | -5 | -1.4 | 1 | -6 | -0.1 | 1 | 1.3 | -0.2 | 0.7 | 3 | -0.1
CCOC(=O)c1cnc2c(cnn2C)c1NCCCN(C)C | -5 | 0.0 | 0 | 0 | 0.8 | 6 | 0.8 | 0.7 | 1.8 | 0 | 0.7
CC(C)(C)c1cc(OC(=O)c2ccccc2F)ccc1O | 4 | -1.1 | 11 | 18 | -1.4 | -2 | 2.3 | -1.3 | 0.1 | -17 | -0.6
O=C1CC(C(=O)N2CCCc3ccccc32)CN1c1ccc(Cl)cc1 (configuration not stated) | -2 | -1.6 | -1 | -3 | -0.9 | -2 | 0.2 | -0.1 | -0.6 | 2 | 0.5
COc1ccc(N(CC(=O)Nc2c(C)n(C)n(-c3ccccc3)c2=O)S(=O)(=O)c2ccc(F)cc2)cc1 | 8 | -1.2 | 5 | -2 | -1.1 | -3 | -0.8 | -0.3 | -1.3 | 8 | -0.6

Screens (PubChem)

Compounds were not picked by outcome (roughly 6.6% active in at least one column).
